Bioassay records from PubChem BioAssay.
Ins promoter up – MIN6 insulin promoter up-regulation; MIN6 insulin promoter-GFP reporter, high-content imaging; stronger effect = higher value; z-score at 5 µM; 0.3% of 190,000 active; AID 1625;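 active = z-score above 3 at 5 µM with at least 500 cells counted in the well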
P. falciparum M1AAP – malaria alanyl aminopeptidase activity blockers – biochemical, fluorogenic H-Leu-NHMec substrate, 1536-well (AID 1445); inhibition, % at 30 µM, or IC50 in µM where a hit was titrated; 0.42% of 220,000 active; recombinant M1AAP, H-Leu-NHMec fluorogenic kinetic assay; higher % means a stronger effect;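 active = primary inhibition above the hit cutoff, then over 50% inhibition at one or more dose response concentrations, cut at about 23% in these data, passing the limit was not always enough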;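 also: plate controls were DMSO full reaction for no effect and no enzyme background for full effect; strong numbers were not always called active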
MT stabilizer – microtubule stabilization, imaging screen. 0.83% of 200,000 active. HeLa tubulin immunostaining HCS, 24 h; share of cells brighter than vehicle mean+2SD. % tubulin-high responders, % at 10 µM;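 active = plate Z-score above 3 for both tubulin-high and condensed-nucleus cell shares, with cell loss under 80%, at 10 µM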;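 also: anti alpha tubulin signal scored within the nucleus-defined area of each cell; some results filed as inactive read as strong as hits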
UTI89 phage lysis – protection from phage-mediated lysis, alamar blue read-out – E. coli UTI89, K1F phage, bacterial capsule biogenesis inhibitors (AID 488966); E. coli UTI89 K1F phage lysis, alamar blue, 2 h; higher % means a stronger effect; inhibition, % at 100 µM, or IC50 in µM where a hit was titrated; 0.02% of 340,000 active;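 active = phage lysis inhibition, versus mean bacterial control, above a set limit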;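 also: capsule biogenesis inhibitors block K1F phage lysis so surviving cells raise fluorescence; higher fluorescence means more inhibition of phage lysis; actives were called in the ten point dose series up to 300 µM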
ER stress rescue – rescue of cells from ER stress-induced death, primary screen, 384-well, CSM14.1, thapsigargin, ATP luminescence (AID 1222) | one-dose cellular ATP content (survival), % at 20 µM; EC50 in µM for titrated hits | 190,000 tested, under 10 active | CSM14.1 thapsigargin-induced death rescue, ATP luminescence; higher % means a stronger effect;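 active = EC50 below 50 µM in the dose-response confirmation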;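 also: death triggered by thapsigargin at about 15 µM added after 2 h compound pretreatment; cell ATP read after overnight thapsigargin exposure of roughly 18 to 22 hours; normalized against plate controls of thapsigargin alone and 5% DMSO vehicle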
bCat nuc transl – modulators of beta-catenin nuclear translocation; HeLa beta-catenin nuclear translocation, immunofluorescence imaging; nuclear translocation activity, % at 5 µM; 0.3% of 190,000 active; AID 1665;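 active = nuclear translocation activity above 50% at 5 µM, with a well cell count of 50 or more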;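 also: per-cell ratio of nuclear to cytoplasmic median beta-catenin stain intensity; plate controls were DMSO negative control for no effect and GSK-3 inhibitor IX positive control for full effect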
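System: Human HeLa cells, endogenous beta-catenin | Compound dosing: 5 µM primary, 0.02–20 µM confirmation | Timing: 24 h compound exposure at 37°C, 5% CO2 | Measured by: Fluorescence imaging of beta-catenin antibody stain plus DAPI | Read-out basis: % activation of per-cell nuclear versus cytoplasmic median beta-catenin signal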
Dynein cargo inh – dynein cargo transport inhibition; 3617.4 mouse cells, GR-EGFP nuclear translocation imaging; test concentration mostly 20 µM; stimulated with dexamethasone, 1 µM; stronger effect = lower value; z-score, hits read low; 0.47% of 220,000 active; AID 1381;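 active = plate z-score of nuclear minus cytoplasmic receptor signal below a set negative limit, without overly bright fluorescence or cell loss, cut at about -3.5 in these data, passing the limit was not always enough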;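 also: z-score of nuclear minus cytoplasmic ring GR-EGFP intensity difference per well; some compounds called inactive have numbers as strong as hits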
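medium = tetracycline-free induction medium containing charcoal-stripped FBS | also added = 1.0 µM final dexamethasone stimulus | schedule = 48 h induction, 1 h compound, 30 min dex at 37 °C | technique = fixed, Hoechst-stained cells imaged at 10x for EGFP | measure = GR-EGFP nuclear translocation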
Autophagy mod – autophagy modulation, high-content screen; MEF GFP-LC3 puncta imaging; test concentration mostly 10 µM; calls only at 10 µM (by protocol); 0.98% of 190,000 active; AID 463193;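 active = percentage of spot-positive cells more than 3 SD above its plate mean, without a fluorescence outlier flag or 80% toxicity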;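 also: spot-positive cell cutoff set from DMSO-treated cells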
M17LAP inhibition – P. falciparum M17LAP inhibitors, primary screen, biochemical, fluorogenic H-Leu-NHMec substrate, 1536-well (AID 1619); recombinant M17LAP, H-Leu-NHMec fluorogenic kinetic assay; higher % means a stronger effect; one-dose inhibition, % at 30 µM; IC50 in µM for titrated hits; 0.38% of 220,000 active;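 active = compound inhibiting the enzyme by more than half at any dose during confirmatory dose-response retesting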;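 also: plate controls were full reaction with DMSO carrier for no effect and no enzyme background for full effect; strong numbers were not always called active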
Dynein cargo inh cytoplasmic EGFP – recorded beside Dynein cargo inh, whose call it bears; z-score; measured here: cytoplasmic GR-EGFP intensity; stronger effect = higher value
Dynein cargo inh nuclear GR-EGFP – further read-out of Dynein cargo inh, marked with its call; z-score; measured here: nuclear GR-EGFP intensity;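 lower value marks the stronger effect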
Dynein cargo inh cell count – recorded beside Dynein cargo inh, whose call it bears; z-score; measured here: cell count per field
Ins promoter up cell count – also measured in Ins promoter up; calls as there; cell count; measured here: cytotoxicity, nuclei count;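 total cells summed across four imaged fields per well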
bCat nuc transl cell count 5 µM – also measured in bCat nuc transl; calls as there; cell count; measured here: cell count, cytotoxicity flag
MT stabilizer Hoechst-high % – recorded beside MT stabilizer, whose call it bears; % Hoechst-high responders; measured here: nuclear condensation Hoechst responders;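 share of cells brighter than vehicle mean plus two SD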
MT stabilizer cytotoxicity % – further read-out of MT stabilizer, marked with its call; toxicity, %; measured here: cytotoxicity by cell density;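 0% = mean cell density of plate MIN control wells and 100% = no cells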
Autophagy mod cell loss 18 h – also measured in Autophagy mod; calls as there; toxicity, %; measured here: cell loss, nuclei count;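 cell loss after 18 h compound exposure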
The depositor's hits bear a star; & = joins results of further samples; [ ] = remark or other dose. Rows are unselected; about 2.9% have a hit in one of these screens.

Cc1c(C(=O)N2CCC(C)CC2)oc2ccc(S(=O)(=O)N3CCC4(CC3)OCCO4)cc12 was read as Ins promoter up -0.62, P. falciparum M1AAP 6%, MT stabilizer 1.3, UTI89 phage lysis 6.9%, ER stress rescue -1.4%, bCat nuc transl -3.4, Dynein cargo inh -0.64, Autophagy mod inactive, M17LAP inhibition -3%, Dynein cargo inh cytoplasmic EGFP 0.031, Dynein cargo inh nuclear GR-EGFP -0.36, Dynein cargo inh cell count 0.57, Ins promoter up cell count 890, bCat nuc transl cell count 5 µM 1074, MT stabilizer Hoechst-high % 1.2, MT stabilizer cytotoxicity % 7.2 and Autophagy mod cell loss 18 h -5.
Screening Cc1c2c(nc3nnnn13)CCCC2 returned Ins promoter up 0.6, P. falciparum M1AAP 1%, MT stabilizer 3.5, UTI89 phage lysis 0.0%, ER stress rescue 0.1%, bCat nuc transl 3.4, Dynein cargo inh 0.48, Autophagy mod inactive, M17LAP inhibition -2%, Dynein cargo inh cytoplasmic EGFP -0.24, Dynein cargo inh nuclear GR-EGFP 0.97, Dynein cargo inh cell count -0.86, Ins promoter up cell count 1726, bCat nuc transl cell count 5 µM 856, MT stabilizer Hoechst-high % 1.8, MT stabilizer cytotoxicity % 2.4 and Autophagy mod cell loss 18 h 3.
CCOC(=O)C1=C(C)N=C(SC)N(C)C1c1ccccc1 (stereo unspecified) was read as Ins promoter up 0.46, P. falciparum M1AAP -4%, MT stabilizer 3.0, UTI89 phage lysis 7.6%, ER stress rescue -0.2%, bCat nuc transl 0.5, Dynein cargo inh -0.32, Autophagy mod inactive, M17LAP inhibition 6%, Dynein cargo inh cytoplasmic EGFP -0.43, Dynein cargo inh nuclear GR-EGFP -0.008, Dynein cargo inh cell count 0.75, Ins promoter up cell count 1509, bCat nuc transl cell count 5 µM 1508, MT stabilizer Hoechst-high % 2.2, MT stabilizer cytotoxicity % 5.8 and Autophagy mod cell loss 18 h -1.
Screening CC(=O)N/C(=N\OCc1ccccc1Cl)c1nonc1NC(C)=O returned Ins promoter up 0.12, P. falciparum M1AAP -11%, MT stabilizer 1.8, UTI89 phage lysis 1.7%[50 µM], ER stress rescue 0.2%, bCat nuc transl -1.1, Dynein cargo inh -0.062, Autophagy mod inactive, M17LAP inhibition 7%, Dynein cargo inh cytoplasmic EGFP -0.25, Dynein cargo inh nuclear GR-EGFP 0.045, Dynein cargo inh cell count 0.73, Ins promoter up cell count 1526, bCat nuc transl cell count 5 µM 1078, MT stabilizer Hoechst-high % 1.0, MT stabilizer cytotoxicity % 2.0 and Autophagy mod cell loss 18 h 7.
`CC1CCN(CC(=O)NCc2ccco2)CC1` gave Ins promoter up -0.2, P. falciparum M1AAP -6%, MT stabilizer 3.6, UTI89 phage lysis -0.1%, ER stress rescue -0.3%, bCat nuc transl 6.5, Dynein cargo inh 0.47, Autophagy mod inactive, M17LAP inhibition -3%, Dynein cargo inh cytoplasmic EGFP -0.29, Dynein cargo inh nuclear GR-EGFP 0.25, Dynein cargo inh cell count -0.074, Ins promoter up cell count 1249, bCat nuc transl cell count 5 µM 1064, MT stabilizer Hoechst-high % 3.5, MT stabilizer cytotoxicity % 4.4 and Autophagy mod cell loss 18 h 21.
`COCCn1c(=NC(=O)c2cc3ccccc3oc2=O)sc2cc(S(N)(=O)=O)ccc21` gave Ins promoter up 0.35, P. falciparum M1AAP 11%, MT stabilizer 3.7, UTI89 phage lysis 1.5%[50 µM], ER stress rescue -2.1%, bCat nuc transl 1.2, Dynein cargo inh inactive, Autophagy mod inactive, M17LAP inhibition 0%, Dynein cargo inh cell count -4.3, Ins promoter up cell count 1456, bCat nuc transl cell count 5 µM 895, MT stabilizer Hoechst-high % 3.1, MT stabilizer cytotoxicity % 7.6 and Autophagy mod cell loss 18 h 6.
For Cc1nn2c(=O)cc(CSc3nc4ccccc4[nH]3)nc2s1 the results were Ins promoter up 2.5, P. falciparum M1AAP -10%, MT stabilizer 5.5, UTI89 phage lysis 2.5%, ER stress rescue -3.1%, Dynein cargo inh -0.35, Autophagy mod inactive, M17LAP inhibition -63%, Dynein cargo inh cytoplasmic EGFP 0.14, Dynein cargo inh nuclear GR-EGFP 0.05, Dynein cargo inh cell count 0.31, Ins promoter up cell count 683, MT stabilizer Hoechst-high % 4.4, MT stabilizer cytotoxicity % 11 and Autophagy mod cell loss 18 h 6.
O=c1cc(O)nc(SCc2ccccc2)[nH]1 was read as Ins promoter up -0.65, P. falciparum M1AAP 4%, MT stabilizer 3.5, UTI89 phage lysis 0.7%, ER stress rescue -2.4%, Dynein cargo inh -0.26, Autophagy mod inactive, M17LAP inhibition 17%, Dynein cargo inh cytoplasmic EGFP -0.26, Dynein cargo inh nuclear GR-EGFP -0.3, Dynein cargo inh cell count 1.2, Ins promoter up cell count 1257, MT stabilizer Hoechst-high % 2.2, MT stabilizer cytotoxicity % 0.5 and Autophagy mod cell loss 18 h -9.
`Cc1cnc(C(=O)Nc2cccc(S(=O)(=O)N(C)C)c2)cn1` gave Ins promoter up -0.82, P. falciparum M1AAP -1%, MT stabilizer 5.2, UTI89 phage lysis 0.2%, ER stress rescue -0.3%, bCat nuc transl 0.7, Dynein cargo inh -0.13, Autophagy mod inactive, M17LAP inhibition 4%, Dynein cargo inh cytoplasmic EGFP -0.27, Dynein cargo inh nuclear GR-EGFP -0.057, Dynein cargo inh cell count 0.13, Ins promoter up cell count 1470, bCat nuc transl cell count 5 µM 1052, MT stabilizer Hoechst-high % 2.1, MT stabilizer cytotoxicity % 6.7 and Autophagy mod cell loss 18 h 16.
Screening CC(C)Oc1ccc(C(=O)Nc2ccc(N3CCCC3)cc2)cc1 returned Ins promoter up -0.31, P. falciparum M1AAP 0%, MT stabilizer 2.5, UTI89 phage lysis -0.5%[50 µM], ER stress rescue -2.7%, bCat nuc transl -2.9, Dynein cargo inh -0.68, Autophagy mod inactive, M17LAP inhibition 7%, Dynein cargo inh cytoplasmic EGFP -0.2, Dynein cargo inh nuclear GR-EGFP -0.47, Dynein cargo inh cell count 0.88, Ins promoter up cell count 1886, bCat nuc transl cell count 5 µM 1172, MT stabilizer Hoechst-high % 1.4, MT stabilizer cytotoxicity % 3.2 and Autophagy mod cell loss 18 h 1.
`Cc1onc(-c2c(F)cccc2Cl)c1C(=O)OCC(=O)c1c(N)n(C)c(=O)n(C)c1=O` gave Ins promoter up -0.72, P. falciparum M1AAP 2%, MT stabilizer 4.0, UTI89 phage lysis -0.3%, ER stress rescue 0.3%, bCat nuc transl -1.4, Dynein cargo inh -0.056, Autophagy mod inactive, M17LAP inhibition 2%, Dynein cargo inh cytoplasmic EGFP -0.35, Dynein cargo inh nuclear GR-EGFP 0.41, Dynein cargo inh cell count 0.55, Ins promoter up cell count 1285, bCat nuc transl cell count 5 µM 1122, MT stabilizer Hoechst-high % 2.7, MT stabilizer cytotoxicity % 6.2 and Autophagy mod cell loss 18 h -5.
Screening Cc1ccc(OCCOC(=O)CCc2nc3ccccc3c(=O)[nH]2)cc1 returned Ins promoter up -0.54, P. falciparum M1AAP 6%, MT stabilizer 5.4, UTI89 phage lysis 0.0%, ER stress rescue 2.8%, bCat nuc transl -1.6, Dynein cargo inh -0.096, Autophagy mod inactive, M17LAP inhibition 3%, Dynein cargo inh cytoplasmic EGFP -0.31, Dynein cargo inh nuclear GR-EGFP -0.05, Dynein cargo inh cell count 0.59, Ins promoter up cell count 1594, bCat nuc transl cell count 5 µM 1046, MT stabilizer Hoechst-high % 1.6, MT stabilizer cytotoxicity % 6.9 and Autophagy mod cell loss 18 h -17.
Screening Cc1ccc(NC(=O)CN2CC(C)SC2=NC2CCCCC2)cc1 (stereo unspecified) returned Ins promoter up -1.2, P. falciparum M1AAP 29%, MT stabilizer 3.5, UTI89 phage lysis -1.1%&1.8%, ER stress rescue -3.7%, bCat nuc transl -0.3, Dynein cargo inh -1, Autophagy mod inactive, M17LAP inhibition 0%, Dynein cargo inh cytoplasmic EGFP -0.25, Dynein cargo inh nuclear GR-EGFP -0.35, Dynein cargo inh cell count 0.14, Ins promoter up cell count 1778, bCat nuc transl cell count 5 µM 1057, MT stabilizer Hoechst-high % 2.2, MT stabilizer cytotoxicity % 9.8 and Autophagy mod cell loss 18 h 3.
For Nc1nnc(SCC(=O)c2ccccc2)s1 the results were Ins promoter up 0.82, P. falciparum M1AAP 14%, MT stabilizer 2.7, UTI89 phage lysis 2.7%, ER stress rescue -0.4%, bCat nuc transl -3.1, Dynein cargo inh -0.13, Autophagy mod inactive, M17LAP inhibition -5%, Dynein cargo inh cytoplasmic EGFP 0.3, Dynein cargo inh nuclear GR-EGFP -0.064, Dynein cargo inh cell count -0.2, Ins promoter up cell count 1080, bCat nuc transl cell count 5 µM 877, MT stabilizer Hoechst-high % 1.7, MT stabilizer cytotoxicity % 2.3 and Autophagy mod cell loss 18 h 1.
COCCN1C(=O)/C(=C/c2ccc(N3CCCC3)cc2C)SC1=S was read as P. falciparum M1AAP 11%, MT stabilizer 5.6, UTI89 phage lysis 0.1%, ER stress rescue 0.8%, bCat nuc transl 18, Dynein cargo inh -2.1, Autophagy mod active, M17LAP inhibition 17%, Dynein cargo inh cytoplasmic EGFP 48, Dynein cargo inh nuclear GR-EGFP 5.7, Dynein cargo inh cell count -1.7, bCat nuc transl cell count 5 µM 975, MT stabilizer Hoechst-high % 1.8, MT stabilizer cytotoxicity % 7.5 and Autophagy mod cell loss 18 h 16*.
